# Compound activity deposited in PubChem BioAssay by Johns Hopkins Ion Channel Center.
# Kir21 inh: blocks the mouse Kir2.1 inward-rectifier potassium channel; HEK293-Kir2.1, FluxOR thallium flux fluorescence; hits give low values; B-score at 10 µM; 0.85% of 310,000 active; P35561;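 active means fluorescence ratio B-score at or below minus 3 SD of library scores, with starting-brightness B-score within 2 SD, cut at about -4.2 in these data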;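 further: channel flux triggered by added potassium and thallium sulfate stimulus; B-score of peak minus minimum fluorescence over baseline after thallium stimulus; more negative B-score means stronger Kir2.1 block with less thallium influx; some compounds called inactive have numbers as strong as hits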
# Target sequence (P35561 whole entry, looked up): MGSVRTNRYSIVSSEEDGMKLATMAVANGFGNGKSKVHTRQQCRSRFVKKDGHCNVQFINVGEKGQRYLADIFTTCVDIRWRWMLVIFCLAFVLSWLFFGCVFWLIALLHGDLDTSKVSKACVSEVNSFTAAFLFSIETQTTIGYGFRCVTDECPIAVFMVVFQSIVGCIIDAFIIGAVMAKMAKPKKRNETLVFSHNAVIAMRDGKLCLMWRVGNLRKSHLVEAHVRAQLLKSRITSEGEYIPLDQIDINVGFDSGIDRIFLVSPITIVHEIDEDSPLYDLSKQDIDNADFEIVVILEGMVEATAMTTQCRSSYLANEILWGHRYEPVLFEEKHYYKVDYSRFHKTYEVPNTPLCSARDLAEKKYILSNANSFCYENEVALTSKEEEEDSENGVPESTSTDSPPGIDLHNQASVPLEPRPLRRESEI
# KCNQ2 inh: KCNQ2 channel blockers in CHO-K1 cells – cell-based, FluxOR thallium flux, B-score, primary screen (AID 2156); O88943; 1.1% of 310,000 active; 20 min; hits give low values; B-score at 10 µM;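 active means fluorescence ratio B-score at most minus 3 library SDs, with starting brightness B-score within 2 library SDs, cut at about -5.5 in these data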
# * marks the source's active call; other numbers are inactive results; i = inactive. Hits appear at their usual frequency; 1.8% or so of the library scored in one or more.
Kir21 inh | KCNQ2 inh | SMILES
-0.43 | i | O=C(CNC(=O)c1ccccc1Br)N/N=C\c1cc([N+](=O)[O-])cc(Br)c1O
1.2 | i | COc1ccc(CNC(=O)Cn2nc(C)c3c(C)n(-c4ccc(C)cc4)nc3c2=O)cc1OC
0.03 | i | CC(C)(C)NC(=O)CC(CC(=O)O)c1ccccc1 (stereo not drawn)
0.41 | i | CN(C)S(=O)(=O)c1ccc(N2CCOCC2)c(C(=O)O)c1
-0.55 | i | COc1cccc(NC(=O)CN(C)C(=O)c2ccc(OCc3ccccc3)c(OC)c2)c1
0.18 | i | COCCn1c(Cc2ccccc2)nnc1SCc1nc2ccccc2c(=O)[nH]1
0.03 | i | CN(C)/C=C1\C(=O)ON=C1c1ccccc1
0.91 | i | CCOc1ccc(CC(=O)NNC(=O)/C=C/C(=O)O)cc1
1.9 | i | CCOC(=O)c1cc(C(=O)Nc2cccc(C)c2)nn1C
-0.67 | i | COc1ccc(S(=O)(=O)NCC2CC3C=CC2C3)cc1OC (stereo not drawn)
0.05 | i | Cc1nn2c(Nc3ccccc3)c3c(nc2c1-c1ccccc1)CCC3
1.3 | i | C[C@H](NC(=O)C1CC(=O)N(c2ccc3c(c2)OCO3)C1)C(=O)NC1CCCC1 (stereo partly drawn)
0.73 | i | CC(C)CN(CCCNC(=O)CC1Oc2ccccc2NC1=O)CC(C)C (stereo not drawn)
-0.47 | i | N/C(=N\OC(=O)CC(c1ccccc1)c1ccccc1)c1cccnc1
-1.7 | i | Cc1ccc(N2CC(NS(=O)(=O)c3cccs3)CC2=O)cc1C (stereo not drawn)

# Continued:
Kir21 inh | KCNQ2 inh | SMILES
-0.68 | i | COC(=O)c1cc2n(n1)CCN(Cc1ccc(C)cc1)C2=O
0.61 | i | O=C(COC(=O)c1ccco1)NCc1ccco1
-0.64 | i | CC1(C)Cc2c(sc(NC(=O)Nc3ccccc3)c2C(N)=O)CO1
-1.1 | i | NC(N)=N/N=C/c1ccccc1OC(F)F
-1.1 | i | CCCN(CCC)C(=O)NC1CC(=O)N(c2ccc(OC)cc2)C1 (stereo not drawn)
-1.3 | i | CCOC(=O)c1cc(-c2ccccc2)n(CC(=O)Nc2ccc(OCC)cc2)c1C
-0.1 | i | O=C(CSc1nnc(Cc2cccs2)n1C1CCCCC1)N1CCN(C(=O)c2ccco2)CC1
0.38 | i | O=C(Nn1cnnc1)c1ccc(OC(F)(F)C(F)C(F)(F)F)cc1 (stereo not drawn)
-8.1* | i | CCCCOc1ccc(Br)cc1/C(C)=N/NC1=NCCN1
-0.59 | i | O=C(Nc1ccc(-c2csc(-c3ccccc3)n2)cc1)c1ccccc1
-2 | i | CCCCN(C)CCCNC(=O)c1cn(CC)c2ccc(S(=O)(=O)N3CCc4ccccc4C3)cc2c1=O
2 | i | O=C(NCc1ccccc1)c1cccc(OCC(=O)N2CCN(C(=O)c3ccco3)CC2)c1
0.25 | i | CCC1=C(OC(=O)N(CC)CC)N2C(=O)OC(=NCc3ccccc3)[C@]2(C)[C@H]2C1=CC[C@H]1C(=O)N(CC(=O)OC)C(=O)[C@H]12
0.91 | i | Cc1c(NC(=O)CC(=O)Nc2c(C)n(C)n(-c3ccccc3)c2=O)c(=O)n(-c2ccccc2)n1C
1.4 | i | CC1(c2nnc(-c3ccc(F)cc3)o2)CC(c2ccc(F)cc2)=NO1 (stereo not drawn)

# (list continues)
Kir21 inh | KCNQ2 inh | SMILES
1.4 | i | O=S(=O)(c1ccc(Br)cc1)c1nc(-c2ccccc2)oc1NCc1cccnc1
0.11 | i | O=S(=O)(c1ccccc1)N1N=C(c2cccs2)CC1c1ccc(Br)cc1 (stereo not drawn)
-1.9 | i | O=C(NC1CCCCC1)C1(c2ccccc2)CC1(Cl)Cl (stereo not drawn)
1.2 | i | Cc1cc(=O)oc2c(C(=O)/C=C\c3cccs3)c(O)ccc12
0.62 | i | CC1CCCCN1S(=O)(=O)c1ccc(N(C(=O)c2cnccn2)C(C(=O)NC2CCCC2)c2cccs2)cc1 (stereo not drawn)
-0.47 | i | CCCC(=O)c1c(NC(C)C)cc(C)oc1=O
-4.6* | i | O=C(CNS(=O)(=O)c1c(Cl)cccc1Cl)N1CCCCCC1
0.62 | i | COc1cccc(OC)c1-c1nn2c(-c3cc(-c4ccccc4)n[nH]3)nnc2s1
1.5 | i | Cc1c(/C(O)=C2/C(=O)C(=O)N(Cc3cccnc3)C2c2cccs2)cnn1-c1ccccc1 (stereo not drawn)
0.26 | i | CC(C)Oc1ccc(C(=O)NCCCNC(=O)c2cccnc2)cc1
1.7 | i | COc1cc(CNCCCN2CCOCC2)cc(Cl)c1OCC(=O)NC(C)(C)C
-0.36 | i | Cc1cccc(C)c1NC(=O)CSc1nnc(-c2ccoc2C)n1C
0.6 | i | Cc1nc(N2CCN(C(=O)COc3ccccc3)CC2)c2c(C)c(C)sc2n1
-0.23 | i | CCCCOc1ccccc1C1NC(=O)NC(C)=C1C(=O)OCCOCC (stereo not drawn)
0.02 | i | COc1ccccc1-c1nnc2sc(-c3ccc(N(C)C)cc3)nn12

# (cont.)
Kir21 inh | KCNQ2 inh | SMILES
-0.96 | i | Cc1ccc(S(=O)(=O)c2c(N)n(NC(=O)c3ccco3)c3nc4ccccc4nc23)cc1
0.26 | i | Cn1ccsc1=NC(=O)c1ccc(Cl)c([N+](=O)[O-])c1
1.2 | i | CNc1c(NS(=O)(=O)c2ccc(CC(C)C)cc2)c(=O)oc2ccccc12
0.32 | i | CCCOc1ccc(C2=NNC(c3cccs3)=Nc3ccc(OC)cc32)cc1
-0.83 | i | COc1ccc(NC(=O)c2c(NC(=O)CCC(=O)O)sc3c2CCCCC3)cc1
0.6 | i | O=C(c1cccc(F)c1)N1CCCC(C(=O)N2CCCC2)C1 (stereo not drawn)
0.06 | i | Cc1cccc(NC(=O)c2cc(NC(=O)C3CCCCC3C(=O)O)ccc2Cl)n1 (stereo not drawn)
0.3 | i | CCOC(=O)c1cnn(-c2ccccc2)c1-n1cccc1C(=O)C(=O)Nc1ccc(OC)cc1
0.27 | i | CCOC(=O)C1C(c2ccc(OC)c(OC)c2)c2c([nH][nH]c2=O)CC1(C)O (stereo not drawn)
-1.7 | i | Cc1ccc2c(C)nc(Nc3ncc4c(n3)CCCC4=O)nc2c1
-0.05 | i | COc1ccccc1N1CCN(C2CCCN(Cc3ccccc3OCCO)C2)CC1 (stereo not drawn)
1.3 | i | CN(C)S(=O)(=O)c1cccc(C(=O)NCc2cccs2)c1
0.12 | i | Cc1nn(Cc2c(F)c(F)c(F)c(F)c2F)c(C)c1NC(=O)c1ccc(COc2ccc(Cl)cc2Cl)o1
-4.1 | i | Cc1nn(C)cc1-c1csc(N)n1
-0.83 | i | CN1C(=O)[C@@H]2[C@@H]3C[C@@H]([C@H]4ON=C(c5ccccc5OCC#N)[C@@H]34)[C@@H]2C1=O

# Record cards (already shown). Order of screens: Kir21 inh	KCNQ2 inh
# Entry for CCOC(=O)c1cnn(-c2ccccc2)c1-n1cccc1C(=O)C(=O)Nc1ccc(OC)cc1 → 0.3	i
# Entry for CN1C(=O)[C@@H]2[C@@H]3C[C@@H]([C@H]4ON=C(c5ccccc5OCC#N)[C@@H]34)[C@@H]2C1=O → -0.83	i
# Entry for Cc1cccc(NC(=O)c2cc(NC(=O)C3CCCCC3C(=O)O)ccc2Cl)n1 (stereo not drawn) → 0.06	i

# Later entries.
Kir21 inh | KCNQ2 inh | SMILES
-0.42 | i | O=[N+]([O-])c1ccc(N/N=C\c2cccn2-c2ccccc2)nc1
-0.81 | i | O=C(Nc1nnc(S(=O)(=O)N2CCOCC2)s1)c1cccc(F)c1
0.99 | i | CCOC(=O)C(Cc1ccccc1)NC(=O)CNC(C)=O (stereo not drawn)
-0.54 | i | NC(=O)C1CCN(CCC(=O)Nc2ccc(F)c(F)c2)CC1
1.7 | i | CC(=O)n1cc(/C=N/NC(=O)c2ccc(Cl)cc2)c2ccccc21
-0.16 | i | COc1ccc(C(=O)CCN2CCN(c3ccccc3F)CC2)cc1
-1.7 | i | Cc1ccc(OCC(=O)OCC(=O)c2c(N)n(C)c(=O)n(C)c2=O)cc1C
0.44 | i | CSCCNC(=O)Nc1c(-c2c(Cl)cccc2Cl)noc1C
-0.99 | i | COc1cc(CC(=O)OCc2ccccc2F)cc(OC)c1OC
-1.1 | i | C/C(=N/NC(=O)c1cc(-c2ccccc2)nc2c(Cl)cccc12)c1cccnc1
0.4 | i | COc1cccc(N2CC(C(=O)NNC(=O)c3ccc(Cl)cc3)CC2=O)c1 (stereo not drawn)
-1.1 | i | CC1CCCN(c2ccc(N)cc2C(N)=O)C1 (stereo not drawn)
0.09 | i | O=C(NCc1ccncc1)Nc1ccccc1Cl
-0.96 | i | COc1ccc(S(=O)(=O)N2CCC(C(=O)NCC(c3cccs3)N(C)C)CC2)cc1 (stereo not drawn)
0.99 | i | CC(=O)Nc1ccc(S(=O)(=O)Nc2ccc(S(=O)(=O)Nc3nc(C)cc(C)n3)cc2)cc1

# (next part)
Kir21 inh | KCNQ2 inh | SMILES
1.8 | i | CC(=O)N/C(=C\c1ccc(F)cc1)C(=O)NC(Cc1ccccc1)C(=O)O (stereo not drawn)
-0.55 | i | CCCC(=O)Nc1sc2c(c1C(=O)OCC)CC(C)(C)OC2
-0.89 | i | Cc1ccc(C(=O)NN2C(=O)C3C4c5ccccc5C(c5ccccc54)[C@@H]3C2=O)cc1 (stereo partly drawn)
1.5 | i | O=[N+]([O-])c1ccccc1/C=C/CN1CCCCC1
-2.6 | i | Cc1cc(C)cc(OCC(=O)NCCc2nc3ccccc3[nH]2)c1
-0.9 | i | CCCC[n+]1ccn(-c2nc3c([N+](=O)[O-])cccc3n2C)c1
0.25 | i | CCC(=O)Nc1cccc(SC)c1
-0.16 | i | O=C(Nc1ccc(F)cc1)Nc1ccc([N+](=O)[O-])cn1
0.5 | i | O=C(Cn1nnc2ccccc2c1=O)NC1CCCCC1
0 | i | CCOC(=O)COc1nc(C)cc(C(F)(F)F)c1C#N
-1 | i | CCOc1ccc(NC(=O)C(CC(=O)O)Cc2ccc(Br)cc2)cc1 (stereo not drawn)
1.4 | i | O=C(O)c1ccc(Cl)c(S(=O)(=O)N(Cc2ccccc2)c2ccc(F)cc2)c1
-1.9 | i | COc1cccc(NC(=O)CCC2CCN(Cc3nccs3)CC2)c1
-3.7 | i | Cc1csc(NC(=O)CSc2nc(C(C)C)nc3ccccc23)n1
0.12 | i | O=c1ccc(-c2ccc(S(=O)(=O)Nc3cccc([N+](=O)[O-])c3)s2)n[nH]1

# Sorted by length of the SMILES (smallest number first): part of the list above.
Kir21 inh | KCNQ2 inh | SMILES
-1.9 | i | COc1cccc(NC(=O)CCC2CCN(Cc3nccs3)CC2)c1
0.02 | i | COc1ccccc1-c1nnc2sc(-c3ccc(N(C)C)cc3)nn12
-2 | i | CCCCN(C)CCCNC(=O)c1cn(CC)c2ccc(S(=O)(=O)N3CCc4ccccc4C3)cc2c1=O

# Further compounds:
Kir21 inh | KCNQ2 inh | SMILES
-0.1 | i | COc1ccc(/C=C/c2cc(C(F)(F)F)on2)cc1
0.03 | i | O=C(Nc1ccc(S(=O)(=O)N2CCCCC2)cc1)c1cnccn1
-0.1 | i | C=CCc1ccc(OCCOc2cccc3ccc(C)nc23)c(OC)c1
-0.41 | i | CCOC(=O)C1=C(N)OC2=C(C(=O)CC(C)(C)C2)C1c1cc(CSc2nnnn2C)cs1 (stereo not drawn)
1.4 | i | OCc1ccccc1N=Cc1cccnc1
1.4 | i | O=C(COC(=O)c1ccccc1[N+](=O)[O-])Nc1cccnc1Cl
0.31 | i | Cc1csc(SCC(=O)NC(=O)NCc2ccccc2)n1
0.9 | i | O=C(CCCc1c[nH]c2ccccc12)Nc1ccc2ccccc2c1
-0.26 | i | Cc1c(-n2c(=S)[nH]c3ccccc3c2=O)c(=O)n(-c2ccccc2)n1C
-0.02 | i | COc1ccccc1C(=O)N=C1SC2CS(=O)(=O)CC2N1c1ccccc1 (stereo not drawn)
1.2 | i | COc1ccc(N2CCN(C(=O)c3ccc(CS(=O)(=O)c4ccc(Br)cc4)o3)CC2)cc1
-2.7 | i | O=C(Nc1ccc(CSc2ccccc2)cc1)c1ccc(CN2CCOCC2)cc1
-3.3 | i | COc1ccc(CCN2C(=O)CC(C(C)c3ccccc3)C2=O)cc1OC (stereo not drawn)
1.6 | i | O=C(c1ccc2c(c1)OCCO2)N1CCN(c2ccccn2)CC1
-0.92 | i | Cc1nc(Nc2cnc(/C=C/c3cc(C(=O)Nc4cccc(C(F)(F)F)c4)ccc3C)cn2)cc(N2CCNCC2)n1

# New compounds follow:
Kir21 inh | KCNQ2 inh | SMILES
-0.96 | i | CCOC(=O)c1cccc(NC(=O)N[C@@H](C)C(=O)OC)c1
0.95 | i | Cc1ccccc1CSc1nnc(-c2cnccn2)n1C
-0.29 | i | CCc1ccc(Nc2nc(C)cc(C)c2C(N)=O)cc1
-2 | i | O=C(NCCc1ccccc1)c1n[nH]c(=O)c2ccccc12
-0.15 | i | COc1ccc(CN2CCNC(=O)C2CC(=O)NCCc2nc(C)c(C)s2)cc1C (stereo not drawn)
0.15 | i | CCOC(=O)C1CCN(Cc2c(C(=O)N3CCOCC3)nc3c(C)cccn23)CC1
-0.21 | i | Cc1ccccc1NC(=O)Cc1c(O)c2ccccc2[nH]c1=O
-0.45 | i | CN(C)c1ccc(NC(=S)NCC2CCCO2)cc1 (stereo not drawn)
0.01 | i | COc1cccc(OC)c1OCCOCCN1CCN(C)CC1
-0.15 | i | O=C(NCc1ccco1)C1CCCN1S(=O)(=O)c1ccc2ccccc2c1 (stereo not drawn)
0.97 | i | COc1ccccc1N1CCN(C(=O)c2c(C)cc(=O)oc2C)CC1
0.12 | i | O=C(N/N=C/c1cccc2nccnc12)c1ccccc1O
-1.3 | i | O=C(c1cnn(-c2ccc(Cl)cc2)c1)c1ccccc1O
-0.13 | i | O=C(COc1ccc2c3c(c(=O)oc2c1)CCC3)c1ccc2c(c1)OCO2
